MITF TRPM1 inh: reduces MITF-dependent TRPM1 promoter luciferase signal. SK-MEL-5 TRPM1 promoter luciferase, 24 h. inhibition, % at 12.5 µM. 330,000 tested, 0.83% active;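 active means mean inhibition across replicates of 60% or more, whatever share of single replicates reaches that level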; further: values of inactives mirror those of a sister screen read the other way
HIF-2a inh: inhibitors of HIF-2a; 786-0 RCC cells HIF-2a reporter, luciferase luminescence, overnight; 360,000 tested, 0.72% active; AID 624352; inhibition, % at 18.8 µM;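 active means inhibition of the luminescence signal of 40% or more relative to plate controls, in a single-dose primary screen at 18.75 µM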
CF NFkB inh: cystic fibrosis NF-kB activation inhibition; 360,000 tested, 0.86% active; KKLEB NF-kB-GFP reporter, PAF-induced, GFP fluorescence overnight; inhibition, % at 5 µM;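 active means at least 50% inhibition at 5 µM, scaled per plate between neutral and stimulator controls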;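 further: PAF is a Pseudomonas aeruginosa culture filtrate used as stimulus; plate controls were PAF-stimulated DMSO wells for no effect and unstimulated DMSO wells for full effect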
iPSC survival up: increases survival of single human iPS cells | survival enhancement, % at 20 µM | hiPSC single-cell survival, ATPlite luminescence; 100% = ROCK inhibitor wells, 0% = DMSO | AID 602274 | 360,000 tested, 0.044% active; in the data active means survival enhancement above about 18%;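 further: cells exposed to compounds for 16 hours before the ATP read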
NR2E3 ag-1: NR2E3 (human) agonism. GST-NR2E3/biotin-RetCOR TR-FRET, 1536-well. inhibition of corepressor binding, % at 4.78 µM. AID 2300. 320,000 tested, 0.12% active;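 active means percent inhibition above the cutoff of mean plus 3 SD of all tested compounds, set per screening campaign, cut at about 20% in these data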;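 further: 0% = DMSO wells and 100% = biotin wells as full block of FRET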
Target sequence (Q9Y5X4 whole entry, looked up): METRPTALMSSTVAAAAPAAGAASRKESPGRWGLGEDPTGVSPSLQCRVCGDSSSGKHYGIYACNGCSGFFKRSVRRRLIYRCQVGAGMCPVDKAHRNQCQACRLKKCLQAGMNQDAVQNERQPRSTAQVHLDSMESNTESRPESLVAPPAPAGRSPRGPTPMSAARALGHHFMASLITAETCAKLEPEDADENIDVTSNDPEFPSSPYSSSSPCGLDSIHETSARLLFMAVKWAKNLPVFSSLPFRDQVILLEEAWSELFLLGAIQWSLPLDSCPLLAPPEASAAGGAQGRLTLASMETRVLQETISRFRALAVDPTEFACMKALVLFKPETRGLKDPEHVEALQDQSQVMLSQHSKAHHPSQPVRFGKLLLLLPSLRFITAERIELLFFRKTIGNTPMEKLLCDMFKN
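Material: NR2E3–RetCOR corepressor complex / Incubation: Compound–protein incubation for 5 h at 4 °C / Dosing: compound at 4.8 µM, single dose / Detection: time-resolved FRET / Benchmarks: high control biotin, low control 0.6% DMSO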
Shn3 3UTR inh: Schnurri-3 reporter inhibition in Clone20 osteoblasts. Clone20 osteoblast Shn3 3'UTR firefly luciferase, 24 h. inhibition, % at 12.5 µM. 360,000 tested, 0.52% active;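 active means mean inhibition of at least 75% with every replicate also reaching 75%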;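 further: 0% = median of neutral control wells and 100% = pilot-screen positive control compound; some compounds past the cut are filed as inactive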
Peg3 promoter: Peg3 promoter activity inhibition | inhibition, % at 20 µM | HeLa PEG-Prom luciferase reporter, luminescence, overnight | 360,000 tested, 1.7% active;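 active means inhibition of at least 50% at 20 µM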
TWEAK Fn14 block: blocks TWEAK-Fn14 interaction in a reporter cell assay; TWEAK-stimulated Fn14 reporter cells, luciferase luminescence, 8 h; inhibition, % at 10 µM; 360,000 tested, 2% active; in the data active means inhibition above about 50%
KKLEB tox: reduces viability of KKLEB cystic fibrosis airway cells | KKLEB CF airway cells viability, ATPlite luminescence, overnight; stronger effect = lower value; cells stimulated with P. aeruginosa culture filtrate | activity change (cytotoxicity), % at 5 µM | 360,000 tested, 0.36% active | AID 602141;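 active means corrected activity change at or below -50% at 5 µM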
NR2E3 ag-2: activates human NR2E3 receptor; AID 602229; inhibition of corepressor binding, % at 3.98 µM; 360,000 tested, 0.35% active; CHO-S Gal4-NCOR/VP16-NR2E3 two-hybrid, luciferase;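 active means inhibition above the mean of all tested compounds plus 3 SD, cut at about 70% in these data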;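 further: 0% = DMSO with NR2E3 transfected cells and 100% = cells lacking NR2E3 construct; higher means lower luciferase signal from less NR2E3 corepressor binding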
aDG glyco act: increases alpha dystroglycan glycosylation; Pro5-aDG cells, alpha-DG glycosylation AlphaScreen (IIH6); 0% Pro5, 100% B10-LARGE cell signal; activation, % at 10 µM; 360,000 tested, 0.22% active; AID 624168;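 active means activation of at least 8% versus controls, or a plate z-score of at least 8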;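 further: Pro5 are CHO cells carrying HIG-tagged alpha-DG that lacks glycosylation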
Active calls of the source: *; . = no result given.

SMILES	MITF TRPM1 inh	HIF-2a inh	CF NFkB inh	iPSC survival up	NR2E3 ag-1	Shn3 3UTR inh	Peg3 promoter	TWEAK Fn14 block	KKLEB tox	NR2E3 ag-2	aDG glyco act
O=C(CCc1ccccc1)N1CCN(c2ccc(Cl)cc2)CC1	-1	0	15	2.8	2	20	-12	21	-9	-13	0.2
O=C(COC(=O)c1ccccc1NS(=O)(=O)c1cccs1)NC1CCCCC1	5	1	4	4.1	1	9	9	2	13	23	-0.2
O=C(CCNS(=O)(=O)c1ccc(Br)cc1)NCc1ccc2c(c1)OCO2	0	16	10	-4.1	3	-5	8	0	-2	-11	0.1
CCN(CC)C(=S)SCC(=O)Nc1ncc2c(n1)CCCC2=O	2	1	-22	-0.7	6	-24	1	9	-2	8	-0.1
CC(C)CNC(=O)c1nn(Cc2ccccc2)c(=O)c2ccccc12	2	29	10	0.2	0	18	24	-7	-6	-1	-0.1
CSC1=NC2(CCCCC2)C2=C(CCCC2)N1	6	12	-8	-1.6	-2	-22	6	-6	0	-13	0.2
O=C(/C=C/c1cccnc1)c1ccc([N+](=O)[O-])cc1	12	-11	-4	1.1	1	0	48	17	-14	-54	0.1
COc1ccc(C)cc1NC(=O)CSc1nc2ccccc2nc1N1CCCCC1	.	19	-28	3.6	2	26	12	-1	17	-36	-0.4
O=C(COc1ccc(Br)cc1Cl)NC(=O)Nc1ccc2c(c1)OCCO2	-16	-185	16	-0.1	3	-16	-136	-24	-4	-58	-0.2
Cc1cc(Nc2cccc(Cl)c2)nc(NCc2ccccc2)n1	10	18	11	-1.2	2	87*	38	32	-17	93*	1.3
CC(=O)C1=C(C)N(Cc2ccccc2)C(=O)N[C@H]1c1cccc(C(F)(F)F)c1	3	19	16	-1.4	5	-8	19	12	-29	11	0.4
C=CCN1C(=O)C2(OCCCO2)c2cc(Cl)ccc21	4	20	-13	-0.8	2	16	5	-6	-1	-3	-0.1
Oc1ccc(N2CCN(c3ncnc4sc5c(c34)CCC5)CC2)cc1	6	21	30	4.1	2	46	11	-3	-2	-45	0.2
Cc1cc(C)n2nc(C(=O)OCC(=O)N(CCC#N)c3ccc(F)cc3)nc2n1	-2	3	-12	-0.2	0	-1	1	6	10	28	0.0
CCc1nc2ccccc2n1CC(=O)N1CCN(S(=O)(=O)c2cccc(C(F)(F)F)c2)CC1	11	26	1	-1.1	1	-17	2	-3	-9	-15	-0.2
O=C(O)c1ccc(Nc2ccc([N+](=O)[O-])c3nonc23)cc1	4	19	-23	-0.4	.	8	8	-1	8	10	0.0
COCCN(C(=O)CNC(=O)c1ccco1)C(C(=O)NC1CCCC1)c1ccc(OC)cc1 (stereo not drawn)	5	8	-7	-0.5	1	-9	-3	28	2	-15	0.2
CCN1CCN(S(=O)(=O)c2ccc(Cl)c(C(=O)N(C)CCOc3ccc(Cl)cc3)c2)CC1	-1	-2	10	-0.4	1	40	-9	10	3	9	0.9
CC(=O)Nc1ccc(SCC(=O)N(CCC#N)c2ccc(C)cc2)cc1	14	0	-3	-0.4	1	13	11	10	10	13	0.0
Cc1cccnc1NC(=O)c1nn(C)c2c1CS(=O)(=O)c1ccccc1-2	5	14	-9	1.4	1	-10	8	44	1	14	-0.2
COc1ccc(C(=O)NC2CCCCCC2)cc1S(=O)(=O)Nc1ccc(Br)cc1	-13	-64	10	-2.8	-2	6	-39	-27	-8	-68	-0.1
COc1cccc(CN(Cc2cccnc2)S(=O)(=O)c2ccc(-n3cnnn3)c(C)c2)c1OC	-5	12	-9	-1.9	3	6	5	-2	3	0	-0.1
COC(=O)c1ccccc1NC(=O)c1ccc(COc2ccc(C)c(C)c2)o1	-14	-37	2	3.5	6	-2	-40	81*	-7	-91	-0.2
COc1ccc(C(=O)Nc2cc3c(cc2C#N)OCO3)cc1S(=O)(=O)N1CCN(C)CC1	.	6	13	2.8	-3	-13	9	9	-8	17	-0.2
CC1=CC(C)(C)C(C(=O)O)C(C(=O)O)C1 (stereo not drawn)	-7	0	15	-2.7	0	2	1	6	-21	-4	1.5

A second format for some results above.
Each structure is followed by: MITF TRPM1 inh | HIF-2a inh | CF NFkB inh | iPSC survival up | NR2E3 ag-1 | Shn3 3UTR inh | Peg3 promoter | TWEAK Fn14 block | KKLEB tox | NR2E3 ag-2 | aDG glyco act
- CCN1CCN(S(=O)(=O)c2ccc(Cl)c(C(=O)N(C)CCOc3ccc(Cl)cc3)c2)CC1
  -1 | -2 | 10 | -0.4 | 1 | 40 | -9 | 10 | 3 | 9 | 0.9
- CC(=O)Nc1ccc(SCC(=O)N(CCC#N)c2ccc(C)cc2)cc1
  14 | 0 | -3 | -0.4 | 1 | 13 | 11 | 10 | 10 | 13 | 0.0
- Cc1cccnc1NC(=O)c1nn(C)c2c1CS(=O)(=O)c1ccccc1-2
  5 | 14 | -9 | 1.4 | 1 | -10 | 8 | 44 | 1 | 14 | -0.2

Following part
SMILES	MITF TRPM1 inh	HIF-2a inh	CF NFkB inh	iPSC survival up	NR2E3 ag-1	Shn3 3UTR inh	Peg3 promoter	TWEAK Fn14 block	KKLEB tox	NR2E3 ag-2	aDG glyco act
Cc1ccc(Cc2c(-c3ccc(Cl)cc3)nc3c(C)cc(Br)cn23)cc1	.	-53	32	2.5	.	17	21	31	7	-14	1.6
COc1ccc(OC)c(NC(=O)c2ccccc2SC)c1	0	-17	-1	0.3	1	-18	-15	9	-4	-1	-0.2
CCOc1cccc(CN2CCN(Cc3ccc(C)o3)C(CCO)C2)c1O (stereo not drawn)	8	14	8	-0.5	0	-27	12	-8	7	15	0.4
CCCCCn1c(=O)[nH]c2cc(C(=O)NCCCN3CCCCC3CC)ccc2c1=O (stereo not drawn)	-3	20	2	-0.5	5	-26	20	7	-6	15	0.1
Cc1c([N+](=O)[O-])c([N+](=O)[O-])nn1CC(=O)N1CCCCC1	4	8	-9	1.3	0	-16	14	-8	11	-13	0.1
CC(C)[C@H](NC(=O)c1ccccc1F)C(=O)OCC(=O)NC(=O)NC1CCCCC1	3	10	10	-2.2	.	17	6	-1	-3	2	-0.2
CC(=O)NCCc1ccc(S(=O)(=O)Nc2ccc(NC(=O)c3ccc(F)cc3)cc2)cc1	1	13	3	0.0	7	-5	7	-30	5	-25	-0.2
Cc1cc(C(=O)NCCCn2ccnc2)sc1-c1ccccc1	-12	-36	-5	-1.9	3	-2	0	-14	1	-9	0.7
CC(C)[C@H](NC(=O)c1ccccc1)C(=O)OCC(=O)N1CCCc2ccccc21	7	11	2	-2.1	3	-2	7	9	6	4	0.1
COc1ccc(OCCOc2ccc(S(=O)(=O)N3CCCC3)cc2C(N)=O)cc1	21	20	15	0.7	0	11	27	7	-6	17	0.0
COc1ccc(S(=O)(=O)N2CCOC2CNC(=O)C(=O)NCc2cccnc2)cc1C (stereo not drawn)	6	11	-11	-0.2	1	-3	5	-36	3	-6	0.1
COc1ccc(OC)c(C(=O)COC(=O)c2ccc([N+](=O)[O-])o2)c1	19	2	3	-2.5	.	-3	24	17	-2	-12	0.1
Cc1cc(C)c(C)c(S(=O)(=O)NCC(=O)Nc2ccc(F)cc2)c1C	11	14	10	0.3	1	-2	20	6	2	-11	0.7
COc1cc(CNCCCN2CCOCC2)c(Br)cc1OCC(=O)Nc1ccccc1C	-18	-5	2	-1.9	-2	-18	-12	-5	-6	-21	1.6
O=C(Nc1cccnc1)c1cc(-c2ccc(Cl)cc2)on1	-124	-307	3	-1.0	4	-53	-160	11	-17	-23	0.0
CC(C)COc1ccc(C(=O)OCC(=O)NCCC2=CCCCC2)cc1	2	-2	-5	-0.4	-2	-14	1	-12	5	-14	0.1
Cc1cc(=O)n2nc(N3CCCC(C(=O)N4CCN(C)CC4)C3)sc2n1 (stereo not drawn)	-1	6	1	0.6	-1	-15	12	6	6	-13	-0.4
CC(C)(C)S(=O)(=O)c1cnc2c(S(=O)(=O)c3ccccc3)cnn2c1N	3	8	8	-0.5	7	7	5	1	0	18	-0.4
CCOc1c(Cl)cc(C(=O)Nc2cccc(C(=O)O)c2)cc1Cl	6	-105	4	-1.4	1	-39	-184	-8	-7	-131	-0.3
N#CC(CC(=O)c1ccc(Cl)cc1)c1ccccc1 (stereo not drawn)	6	-1	-8	4.5	.	-15	13	6	-1	-6	-0.2
COc1ccc(C2CC(=O)C(C=NCCN3CCN(C(=S)Nc4ccccc4)CC3)=C(O)C2)cc1 (stereo not drawn)	3	10	8	-0.5	0	13	7	10	2	13	-0.2
Cc1ccc(NC(=O)C2CCN(S(=O)(=O)c3ccc4c(c3)NC(=O)C(C)S4)CC2)cc1Cl (stereo not drawn)	19	10	46	-0.4	-1	89*	22	63*	-8	105*	5.0
CCOCCc1c(O)nc(SC)[nH]c1=O	11	2	22	-0.5	-1	31	-4	5	-10	-2	0.1
C#CCn1cc(/C=C2\NC(=O)NC2=O)c2ccccc21	0	12	0	0.8	-3	5	36	-1	7	2	-0.1
COc1ccc(OCCNS(=O)(=O)c2cccc([N+](=O)[O-])c2)cc1	10	9	2	-0.3	-1	0	15	3	10	-6	-0.1

The list goes on.
SMILES	MITF TRPM1 inh	HIF-2a inh	CF NFkB inh	iPSC survival up	NR2E3 ag-1	Shn3 3UTR inh	Peg3 promoter	TWEAK Fn14 block	KKLEB tox	NR2E3 ag-2	aDG glyco act
CCN(CC)S(=O)(=O)c1ccc(-c2cn3ccccc3n2)cc1	.	-140	-11	-0.2	.	-42	-92	-9	-3	-36	0.1
Cc1nn(-c2ccccc2)c2nc(N)c(C#N)c(-c3ccc(O)c(O)c3)c12	3	22	15	-0.7	-2	20	38	23	-7	-25	-0.2
COc1ccc(Cl)c(S(=O)(=O)N2CCCC2)c1	-5	8	-9	-0.1	1	-2	11	-14	2	0	-0.4
CC(=O)N1CCOCCOCCN(C(C)=O)CCOCCOCC1	-4	19	1	-0.5	4	-7	12	5	-2	-47	-0.1
Cn1c(=O)[nH]c(=O)c2cc(C(=O)c3cc(F)ccc3O)cnc21	-2	32	0	-0.6	1	-5	13	-62	3	-8	-0.2
COc1cccc(Nc2nc3ccccc3n3nnnc23)c1	-41	-215	-6	5.5	0	-42	-117	-6	-9	-47	0.4
C/C(=N\Nc1cc(Cl)nc(C)n1)c1ccccc1	-60	-198	-9	-1.8	0	-71	-223	-31	-15	-72	0.0
CN1/C(=C/C(=O)COC(=O)CN2C(=O)C3CC=CCC3C2=O)C(C)(C)c2ccccc21 (stereo not drawn)	0	13	-2	-0.3	.	28	22	22	-4	18	0.2
CC1=NN(c2ccc(C)cc2)C(=O)/C1=C\c1ccc(Br)s1	14	-16	2	2.4	4	4	12	3	-6	4	-0.2
COC(=O)c1cn(C)c2ccc(S(=O)(=O)N3CCCC3)cc2c1=O	7	3	8	1.2	2	-14	11	3	0	9	-0.3
CCN1CCN(C(=O)CN(CC)S(=O)(=O)c2ccc3ccccc3c2)CC1	-9	9	-6	1.8	0	-8	15	11	7	-2	0.1
O=S(=O)(c1cccs1)N1CCN(CCOc2ccc(Cl)cc2)CC1	6	5	10	0.1	3	84	18	19	5	-3	0.7
CCC(=O)Nc1c2c(nn1-c1ccc(OC)cc1)CSC2	9	10	10	-0.3	0	19	12	-1	-17	-22	-0.1
Cc1cc(SCC(=O)NC2CCCC2)nc2ccccc12	10	6	-8	-0.5	22*	-8	0	-11	2	-10	0.1
O=C(Nc1nnc(CSCc2ccc(F)cc2)s1)c1ccc([N+](=O)[O-])cc1	1	10	-1	0.7	3	7	15	-15	1	-8	-0.1

Screening data deposited in PubChem by several laboratories.
